GLP1R cytotox – qHTS of GLP-1 Receptor Inverse Agonists: Cytotox Screen. 410,000 compounds, 0.13% hits. Potency, µM (highest dose often 38.3 µM), inactives show at the highest dose activity change, negative = inhibition, most hits filed as inhibitors. HEK293 cAMP-luciferase reporter cells, luminescence, 24 h. AID 624418, 2012;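 also: loss of luciferase light is scored as toxicity; potency is read from the fitted curve at half-maximal effect; % is scaled to controls: 0 for no effect and ±100 for the full control effect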
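MLSMR compounds, 24 hr on cells at 37 deg C/5% CO2; luminescence after luciferase reagent (12 min RT). Inhibition counted as the undesired cytotoxic outcome.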
Akt phos inh – HTS Assay for Inhibitors of Akt Phophorylation: Primary Screen; Neuro2A IGF-stimulated pAkt S473 HTRF, 20 min; hits give low values; 360,000 compounds, 0.32% hits; activity change, % for hits at 50 µM; in the data active = activity change below about -80%; inconclusive = mostly about -51% to -80%; also: % is scaled to controls: 0 for no effect and ±100 for the full control effect
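Neuro2A cells in DMEM with 0.5% FBS, overnight at 37 deg C, given compound at single 50 µM final, then IGF (6 nM final) for 20 min at 37 deg C. Lysed; phospho-Akt Ser473 by HTRF after 24 h, 665/615 ratio.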
MmCpn inh – Inhibitors of TCP-1 ring complex (TRiC) of Methanococcus maripaludis (MmCpn): qHTS; Chaperonin Mm-Cpn (Methanococcus maripaludis); AID 504842, 2011; 330,000 compounds, 0.031% hits; purified Mm-Cpn ATPase, ADP Transcreener TR-FRET; Potency, µM (top dose mostly 76.9 µM), for the others: at the top dose activity, negative = inhibition, hits mostly inhibitors; also: potency is read from the fitted curve at half-maximal effect; % is scaled to controls: 0 for no effect and ±100 for the full control effect; nearly all actives have a fitted effect of over 80% in size
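Purified archaeal Mm-CPN (25nM final) preincubated 10 min at 37degC with compound, then 10uM ATP for 30 min at 37degC; ADP measured by HTRF Transcreener TR-FRET; buffer 30 mM TRIS pH 7.4, 100mM KCl, 5mM MgCl2, 1mM DTT.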
aSyn rescue – qHTS of alpha-syn Inhibitors. AID 652106, 2013. 370,000 compounds, 0.14% hits. Potency, µM (series often up to 46.1 µM), for inactives: at the top dose growth rescue (activation), hits mostly activators. Yeast expressing alpha-synuclein, growth rescue, BacTiter-Glo, 24 h; also: potency is read from the fitted curve at half-maximal effect; % of control where 0% means no effect; nearly all actives have a fitted effect of over 65% in size
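Readout is rescue of growth in alpha-synuclein-expressing yeast, so inhibitors of toxicity appear as activators. Growth after 24 hr at 30 deg C in galactose medium is quantified by luminescence.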
TDP43 rescue – qHTS of TDP-43 Inhibitors; Potency, µM (highest dose often 46.1 µM), inactives show at the top dose growth rescue (activation), most hits filed as activators; TDP-43 expressing yeast growth rescue, BacTiter-Glo, 24 h; 410,000 compounds, 1.8% hits; also: potency is read from the fitted curve at half-maximal effect; % of control where 0% means no effect; nearly all actives have a fitted effect of over 50% in size
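Yeast expressing TDP-43 (pregrown in raffinose, seeded at OD600=0.02 in galactose medium) exposed to compounds 24 hr at 30 deg C. Growth read by BacTiter-Glo luminescence; rescue of toxicity appears as increased signal.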
GLP-1R inv ag – qHTS of GLP-1 Receptor Inverse Agonists (Inhibition Mode) | Glucagon-like peptide 1 receptor (Homo sapiens), P43220 | HEK293 GLP-1R CRE-luciferase, luminescence, 24 h; GLP-1R form is constitutively active | Potency, µM (titrated, usually from 38.3 µM), for inactives: top-dose activity change, negative = inhibition, usual class: inhibitors | 410,000 compounds, 1.6% hits | AID 624417, 2012; also: potency is read from the fitted curve at half-maximal effect; % is scaled to controls: 0 for no effect and ±100 for the full control effect; nearly all actives have a fitted effect of over 55% in size
Target sequence (P43220 whole entry, looked up): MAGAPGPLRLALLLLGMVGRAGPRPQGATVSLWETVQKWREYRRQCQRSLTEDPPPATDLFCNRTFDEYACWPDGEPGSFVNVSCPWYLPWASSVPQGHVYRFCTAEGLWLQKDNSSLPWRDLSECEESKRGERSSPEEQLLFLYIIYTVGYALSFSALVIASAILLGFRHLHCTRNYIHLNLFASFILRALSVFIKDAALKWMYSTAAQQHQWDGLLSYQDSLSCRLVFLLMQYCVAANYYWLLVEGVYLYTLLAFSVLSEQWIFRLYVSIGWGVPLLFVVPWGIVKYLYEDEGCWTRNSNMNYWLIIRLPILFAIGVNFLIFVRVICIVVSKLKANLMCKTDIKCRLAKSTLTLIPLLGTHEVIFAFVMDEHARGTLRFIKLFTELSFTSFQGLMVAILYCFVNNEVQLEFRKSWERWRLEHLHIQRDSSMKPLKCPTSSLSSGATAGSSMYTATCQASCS
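HEK293 cells stably co-expressing constitutively active GLP-1R and a cAMP-responsive luciferase reporter were seeded in DMEM with 10% Nu serum, given compounds after 12 h, and incubated 24 h at 37 deg C. Luminescence was then read.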
FUS yeast rescue – qHTS for Suppressors of FUS Proteinopathy: Primary screen using FUS-linked yeast assay; S. cerevisiae FUS-expressing, growth rescue, OD600, 24 h; 390,000 compounds, 0.24% hits; Potency, µM (titrated, usually from 76.6 µM), without a hit: at the top dose growth rescue (activation), hits mostly activators;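 also: potency is read from the fitted curve at half-maximal effect; plate controls were DMSO vehicle for no effect and reference control for full effect; nearly all actives have a fitted effect of over 55% in size; some results filed as inactive show a strong effect at the top dose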
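Read-out: OD at 600 nm after 24hr at 30C, reporting rescue of FUS-induced yeast toxicity. Cells at OD 0.005 in galactose (2%) minimal medium; compounds tested in a dilution series; CP55940 titration from 92uM final as control.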
Abeta yeast res – qHTS for compounds that reverse cellular toxicity of Amyloid beta (A-beta) peptide in yeast: Primary Screen; yeast expressing A-beta42, growth rescue, OD600, 48 h; response scale: 0% DMSO, 100% iron-clioquinol control; Potency, µM (titrated, usually from 46.1 µM), inactives show at the highest dose growth rescue, hits mostly activators; 410,000 compounds, 0.063% hits; also: potency is read from the fitted curve at half-maximal effect; nearly all actives have a fitted effect of over 55% in size
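Yeast growth medium received pinned compounds, then yeast cells expressing toxic A-beta were added; plates incubated at 30 C for 48 hr. Growth read as absorbance at 600 nm, normalized to DMSO and equimolar FeCl3 plus clioquinol controls.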
PTHR1 agonist – qHTS for PTHR1 Agonists: Primary Screen. Parathyroid hormone/parathyroid hormone-related peptide receptor (Homo sapiens), Q03431. HEK293 GP2 PTHR1 cells, GloSensor cAMP luminescence, 1 h. Potency, µM (highest dose often 115 µM), for inactives: at the top dose activation, most hits filed as activators. 410,000 compounds, 0.075% hits. AID 743266, 2014; also: potency is read from the fitted curve at half-maximal effect; nearly all actives have a fitted effect of over 55% in size; some results filed as inactive show a strong effect at the top dose; inactives centre near -15; many of its hits are not listed in these tables
Target sequence (Q03431 whole entry, looked up): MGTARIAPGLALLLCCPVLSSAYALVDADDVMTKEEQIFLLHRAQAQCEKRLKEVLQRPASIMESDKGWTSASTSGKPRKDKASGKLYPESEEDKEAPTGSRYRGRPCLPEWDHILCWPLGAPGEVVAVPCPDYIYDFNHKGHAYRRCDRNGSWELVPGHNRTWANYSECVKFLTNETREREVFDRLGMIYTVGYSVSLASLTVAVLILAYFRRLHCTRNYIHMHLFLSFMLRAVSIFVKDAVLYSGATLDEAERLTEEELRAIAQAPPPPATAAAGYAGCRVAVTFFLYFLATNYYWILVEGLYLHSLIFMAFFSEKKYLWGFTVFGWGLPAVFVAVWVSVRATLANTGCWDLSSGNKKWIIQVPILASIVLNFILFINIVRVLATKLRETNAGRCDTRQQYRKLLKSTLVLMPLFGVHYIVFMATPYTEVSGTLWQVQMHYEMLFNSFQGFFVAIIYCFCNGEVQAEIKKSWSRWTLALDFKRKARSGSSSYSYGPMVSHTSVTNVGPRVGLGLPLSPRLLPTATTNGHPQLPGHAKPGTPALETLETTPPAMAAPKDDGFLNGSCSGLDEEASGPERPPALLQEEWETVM
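HEK-293-derived GP2 cells expressing PTHR1 and a GloSensor cAMP reporter, 3,000/well, plated overnight, given luciferin plus IBMX (each 0.5 mM as added) for 1 h at 37 °C, then compound for 1 h at 37 °C. Luminescence was read after 15 min at room temperature.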
* hit, by the source's call; i = inactive; ? = inconclusive; . = not tested or not shown; [ ] = remark or other dose. Unless noted, calls follow the shape of the dose curve; as a rule, active = well fitted curve in the direction sought with a large enough effect; inconclusive = small, poorly fitted or top-dose-only effect, or another doubt; inactive = no such curve, though single readings can be large; an effect the other way counts as inactive or inconclusive.

SMILES	GLP1R cytotox	Akt phos inh	MmCpn inh	aSyn rescue	TDP43 rescue	GLP-1R inv ag	FUS yeast rescue	Abeta yeast res	PTHR1 agonist
N/C(Cc1ccc(Cl)cc1Cl)=N\OC(=O)c1cccs1	?	i	-1%	-64%[inhibitor]	?	0%	38%	-94%[inhibitor]	-25%
CC(=O)NCC(=O)N[C@@H](CC(=O)OCc1ccccc1)C(=O)OCc1ccccc1	6%	i	0%	-1%	13%	1%	16%	2%	i
CCNC(=O)NC1c2ccccc2CSc2ccccc21 (configuration not stated)	-4%	i	.	9%	-7%	?	7%	-2%	i
C/C(=N\OCC(=O)Nn1c(=O)[nH]c2ccccc2c1=O)c1ccccc1	-22%	i	1%	1%	5%	2%	.	-6%	i
O=C(NCCCO)NC12CC3CC(CC(C3)C1)C2	-1%	i	-6%	2%	-9%	9%	14%	9%	i
Cc1ccn(CCC(=O)Nc2ccc(-c3ccno3)cc2)n1	1%	i	2%	2%	19%	17%	-2%	.	i
O=C(CSc1nnc(-c2ccccn2)n1Cc1ccco1)c1ccc(Cl)cc1	-20%	-110%*	-10%	11%	13%	3%	?	20%	-15%[57.5 µM]
CCOCCCNC(=O)/C(C#N)=C/c1cc(OC)c(O)c([N+](=O)[O-])c1	?	i	0%	-30%	?	?	11%	1%	-19%
Cc1occc1C(=O)Nc1nccs1	-1%	i	0%	2%	12%	1%	-1%	-2%	i
O=C(NCCN1CCOCC1)Nc1ccc(F)cc1	-11%	i	0%	2%	5%	15%	-17%	6%	i
COc1cnc(-c2ccccn2)nc1Oc1cccc(Cl)c1	?	i	-5%	8%	0%	-42%	.	0%	-18%
Cc1cc(NC(=O)CSc2c[nH]c3ccccc23)no1	-2%	i	4%	14%	11%	-6%	6%	7%	-11%
Nc1nonc1-n1nnc(C(=O)N/N=C/c2cccc(F)c2)c1CN1CCCC1	6%	i	.	11%	20%	10%	-8%	4%	i
CN(CC(=O)Nc1cccc(F)c1)CC(=O)Nc1cccc(S(N)(=O)=O)c1	2%	i	1%	11%	-3%	22%	-14%	0%	-8%
O=C(COc1ccc2ccccc2c1)NC1CC(=O)N(c2ccccc2)C1 (configuration not stated)	-3%	.	.	.	9%	-13%	12%	-4%	10%
C[C@@H]1CN([C@@H](C)CO)C(=O)c2cccc(NC(=O)Nc3ccc(F)cc3)c2O[C@@H]1CN(C)Cc1ccc(Oc2ccccc2)cc1	?	i	-14%	-4%	-22%	?	?	0%	12%
Cc1cc(C)cc(OCC(=O)Nc2nonc2-c2ccc(Br)cc2)c1	11%	.	.	.	-2%	12%	-10%	-11%	-7%
O=C(c1ccc(OC2CCN(CCO)CC2)cc1)N1CCCC1	6%	i	-2%	-2%	13%	?	3%	7%	i
O=C(c1ccco1)N1CCN(C(c2coc3ccc(Cl)cc3c2=O)c2nnnn2C2CCCC2)CC1 (configuration not stated)	-12%	i	.	0%	-2%	2%	0%	16%	i
CCC(c1nnnn1Cc1ccc2c(c1)OCO2)N1CCN(CC)CC1 (configuration not stated)	-6%	i	-2%	-6%	-20%	-19%	-1%	-19%	-4%

The closing 3 records of the part before are carried over, then new ones follow.
SMILES	GLP1R cytotox	Akt phos inh	MmCpn inh	aSyn rescue	TDP43 rescue	GLP-1R inv ag	FUS yeast rescue	Abeta yeast res	PTHR1 agonist
O=C(c1ccc(OC2CCN(CCO)CC2)cc1)N1CCCC1	6%	i	-2%	-2%	13%	?	3%	7%	i
O=C(c1ccco1)N1CCN(C(c2coc3ccc(Cl)cc3c2=O)c2nnnn2C2CCCC2)CC1 (configuration not stated)	-12%	i	.	0%	-2%	2%	0%	16%	i
CCC(c1nnnn1Cc1ccc2c(c1)OCO2)N1CCN(CC)CC1 (configuration not stated)	-6%	i	-2%	-6%	-20%	-19%	-1%	-19%	-4%
CCN(CC)C(=S)Nc1ccc([N+](=O)[O-])cc1	-8%	i	0%	-6%	-9%	4%	.	-1%	i
COc1ccc2cc3cc(C(=O)Nc4ccccc4N4CCN(C)CC4)oc3nc2c1	-14%	i	-22%	2%	0%	?	16%	4%	i
COC(=O)c1cccc(CN2C(=O)C(C)Sc3ccc(C#N)cc32)c1 (configuration not stated)	-5%	i	.	0%	7%	28%	26%	-11%	i
O=[N+]([O-])c1ccc2c(c1)C(O)n1nc(-c3ccc(Cl)cc3Cl)nc1S2 (configuration not stated)	-11%	i	-9%	0%	3%	1%	20%	-2%	-6%[57.5 µM]
O=C(Cc1ccccc1)c1ccc(Cl)cc1	-17%	i	0%	14%	?	2%	-12%	0%	i
Cn1c(CNC(=O)c2ccco2)nnc1SCCOc1ccccc1	-7%	i	-1%	-3%	6%	-4%	5%	-2%	-32%[inhibitor]
CCCC(=O)Nc1ccc2nc(SCCOc3ccccc3)sc2c1	-9%	.	.	.	22%	-14%	-17%	-8%	i
CCOC(=O)N1CCC(NC(=O)CN(C)S(=O)(=O)c2cc3c(cc2Cl)NC(=O)CO3)CC1	-7%	i	1%	17%	0%	0%	4%	-5%	i
COc1ccccc1OCCNc1nc2c(c(=O)n(C)c(=O)n2C)n1C	-11%	i	1%	0%	5%	3%	6%	0%	i
O=C(Cc1ccccc1)N/N=C\c1ccc(Br)o1	2%	i	-3%	0%	3%	0%	1%	7%	-7%
N#Cc1ccc(C#Cc2ccc3oc4ccccc4c(=O)c3c2)cc1	6%	i	-25%	-14%	2%	5%	-1%	-11%	-14%
Oc1c(Br)cc(/C=N/n2c(-c3ccccc3)n[nH]c2=S)cc1Br	2%	i	-2%	-19%	5%	9%	23%	-3%	0%
CC(C)C[C@@H](CN)NC(=O)c1nc[nH]c1C(=O)N[C@@H](Cc1c[nH]c2ccccc12)C(=O)CNC[C@H](C)NC(=O)c1nc[nH]c1C(=O)N[C@@H](CC(=O)O)C(=O)O	0%	i	.	1%	9%	2%	?	4%	-20%
CN(C)c1ccnc(Oc2ccc(C(C)(C)C)cc2)c1C#N	11%	i	-2%	-26%	3%	2%	-5%	-11%	-36%[inhibitor]
CC1=C(C)CC2C(=O)N(c3cccc4ccccc34)C(=O)C2C1 (configuration not stated)	-15%	i	1%	-82%[inhibitor]	?	-16%	-6%	-81%[inhibitor]	i
CCCOc1ccc(-c2nnn(CC(=O)N3CCCC(C)C3)n2)cc1 (configuration not stated)	0%	i	1%	14%	7%	?	-12%	7%	i
O=C(c1ccccc1N1CCOCC1)N1CCCC(Nc2ccc(F)cc2)C1 (configuration not stated)	-18%	.	2%	1%	11%	-20%	-6%	2%	-8%
S=c1[nH]nc(-c2cc(-c3ccccc3)n[nH]2)n1/N=C/c1cccs1	14%	i	-1%	-8%	19%	98%[activator]	3%	7%	i
CC(C)OC(=O)CSc1nc(N)c(C#N)c(-c2ccco2)c1C#N	11%	i	?	2%	10%	12%	19%	-6%	-2%
COc1cccc2c(N/N=C/c3ccccc3)cc(C)nc12	-12%	i	-1%	-2%	22%	?	8%	?	-7%
Cc1ccc(CC(=O)NCC(O)c2ccccc2)cc1 (configuration not stated)	-9%	i	0%	11%	-29%	20%	10%	-9%	?
O=C(NCc1ccco1)c1cc([N+](=O)[O-])cc([N+](=O)[O-])c1	2%	i	2%	-1%	15%	28%	.	-3%	-8%
O=C1CCCN1c1cc(Cl)cc(Cl)c1	0%	i	2%	-5%	12%	-2%	2%	-4%	-7%
CCOc1ccccc1NC(=O)CCNS(=O)(=O)c1ccc(NC(C)=O)cc1	-30%	i	1%	6%	0%	0%	-8%	5%	i
COc1ccc(-c2noc(CSCC(=O)Nc3cccc(C(F)(F)F)c3)n2)cc1OC	-2%	.	.	.	0%	-25%	14%	-11%	-2%
Cc1ccc(Cn2nnc3c(=O)[nH]c(C4CCN(S(=O)(=O)c5ccc(F)cc5)CC4)nc32)cc1	0%	i	0%	1%	-5%	0%	?	3%	-13%[57.5 µM]
CC(C)(C)C1CCC(C(=O)Nc2ccccc2N2CCOCC2)CC1 (configuration not stated)	-1%	i	-2%	29%	7%	?	.	5%	i
COc1ccc(NC(=O)N(C)[C@H]2C[C@H]3c4[nH]c5ccc(-c6ccc(OC)cc6)cc5c4CCN3C[C@H]2[C@H](C)O)cc1	?	i	.	1%	7%	7.1µM*	24%	-26%	10%
Cc1cc(NCCc2ccc(Cl)cc2)n2ncnc2n1	-5%	i	0%	3%	-3%[9.22 µM]	-9%	8%	-10%	-24%
COc1ccc(CC(=O)Nc2cc(S(=O)(=O)Nc3ccc(OC)cc3)ccc2OC)cc1	4%	i	0%	-3%	12%	5%	?	6%	-35%[inhibitor]
Cc1ccc2c(c1)-c1nc(-c3ccc4c(c3)NC(=O)CO4)cc(-c3ccccc3)c1CO2	-2%	.	.	.	7%	11%	-2%	-6%	-38%[inhibitor]
CC(C)(C)c1nnc(NC(=O)c2cccnc2)s1	5%	i	?	-12%	-6%	7%	-11%	-7%	-1%

Bioassay records (PubChem)

These rows are one share of the data, so the mix of outcomes need not match the whole.
